# RAD52 inh = RAD52 (human) annealing inhibition | recombinant RAD52 DNA annealing, FRET fluorescence | AID 651710 | 0.46% of 360,000 active | P43351 | inhibition, % at 18.7 µM;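 active = every replicate showing at least 50% inhibition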
# Target sequence (P43351 whole entry, looked up): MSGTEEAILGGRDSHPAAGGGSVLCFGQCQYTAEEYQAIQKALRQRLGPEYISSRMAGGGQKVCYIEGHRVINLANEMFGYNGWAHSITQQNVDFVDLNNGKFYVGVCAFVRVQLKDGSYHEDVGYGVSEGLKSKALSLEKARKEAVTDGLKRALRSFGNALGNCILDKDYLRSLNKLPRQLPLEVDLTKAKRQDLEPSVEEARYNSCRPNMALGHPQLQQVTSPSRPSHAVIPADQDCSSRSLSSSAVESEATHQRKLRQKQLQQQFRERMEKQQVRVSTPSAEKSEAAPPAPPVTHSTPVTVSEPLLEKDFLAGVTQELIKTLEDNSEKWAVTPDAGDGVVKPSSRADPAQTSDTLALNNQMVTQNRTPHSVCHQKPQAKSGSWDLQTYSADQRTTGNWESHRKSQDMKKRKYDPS
# RAD54 inh = inhibitors of human RAD54 branch migration; Q92698; RAD54 Holliday junction branch migration, FAM/BHQ fluorescence; inhibition, % at 10.4 µM; 0.14% of 360,000 active; AID 602329;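 active = mean normalized replicate activity at least 40 and at least half of replicates scoring 40 or more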;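 also: 0% = median of neutral control wells and 100% = median of positive control wells; inhibitors cause a drop in the FAM fluorescence signal; in these data hits start at about 50%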
# ARNT TACC3 PPI = disrupts binding between human ARNT and TACC3 | 0.66% of 390,000 active | inhibition, % at 9.99 µM | Q9Y6A5 | AlphaScreen His-ARNT PAS-B/GST-TACC3 binding, luminescence; TACC3 fragment carries E629A point mutation;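 active = mean inhibition of replicates at least 50% and at least half of replicates each reaching 50%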;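 also: 0% = complete ARNT plus TACC3 wells and 100% = ARNT alone without TACC3; many hits fall short of the cut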
# E-selectin induc = induces E-selectin expression in human endothelial cells. HUVEC E-selectin immunofluorescence imaging; normalized: neutral wells 0, TNF-alpha wells 100. activation, % at 7.58 µM. 0.37% of 260,000 active. AID 686992;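 active = mean E-selectin-positive cell signal at least 10% of the positive control, reached in at least 60% of replicates, without over 20% cell loss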;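 also: in these data hits start at about 27%; measured in HUVEC primary endothelial cells; signal is the percent of cells scored E-selectin positive by PE staining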
#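 Test system: HUVEC; input: 3,000 HUVEC/well; measured by: immunofluorescence imaging; read-out: % PE-positive cells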
# PglD DTNB = PglD (C. jejuni) enzyme inhibition. purified PglD enzyme, DTNB colorimetric CoA detection. inhibition, % at 12.5 µM. 0.098% of 360,000 active; in the data active = inhibition above about 16%, passing the limit was not always enough; also: strong numbers were not always called active
# Casp6 inh = inhibitors of human caspase-6; P55212; 0.53% of 350,000 active; inhibition, % at 12.5 µM; purified caspase-6, Z-VEID-R110 cleavage fluorescence; AID 686996;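 active = mean inhibition across replicates at least about 35%, with every replicate also reaching that limit, limit read from the data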;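 also: 0% = median of neutral control wells and 100% = no fluorescence left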
# Target sequence (P55212 24-179 limits assumed): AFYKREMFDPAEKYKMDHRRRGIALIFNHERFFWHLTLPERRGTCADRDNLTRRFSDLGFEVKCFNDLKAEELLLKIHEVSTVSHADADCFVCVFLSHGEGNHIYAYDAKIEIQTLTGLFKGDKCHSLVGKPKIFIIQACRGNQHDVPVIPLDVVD
# Target sequence (P55212 194-293 limits assumed): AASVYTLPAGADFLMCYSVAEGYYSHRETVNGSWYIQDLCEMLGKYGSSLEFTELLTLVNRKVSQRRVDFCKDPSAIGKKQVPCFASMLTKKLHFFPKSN
# esBAF inh = inhibitors of esBAF chromatin remodeling in mouse ES cells | Bmi1-luciferase knock-in reporter, 24 h; 100% = twice the neutral-well signal | reporter increase, % at 12.5 µM | 2% of 350,000 active; in the data active = activation above about 40%;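 also: 0% = median of the plate's neutral control wells and 100% = double that signal; a rise in the Bmi1 reporter signal indicates esBAF inhibition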
# ERp5 block = blocks human ERp5 reductase activity on insulin; Q15084; ERp5 insulin aggregation, absorbance 650 nm, 90 min; inhibition, % at 9.99 µM; 0.05% of 350,000 active; AID 651711;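 active = mean replicate inhibition above about 25%, with every replicate also reaching it, limit read from the data, passing the limit was not always enough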
# Numbers without * were called inactive; · = not tested or not shown.
# Codes: A = RAD52 inh; B = RAD54 inh; C = ARNT TACC3 PPI; D = E-selectin induc; E = PglD DTNB; F = Casp6 inh; G = esBAF inh; H = ERp5 block
COCC(C)NS(=O)(=O)c1ccc(C(=O)NC(Cc2ccccc2)c2ccccc2)cc1 (centres undefined)
  A: -4	B: -8	C: -2	D: 0.0	E: -3	F: -2	G: 1	H: -2

Nc1cccc(C(=O)N/N=C/c2ccsc2)c1
  A: -10	B: ·	C: 3	D: ·	E: ·	F: -2	G: ·	H: 4

O=C(NCC[C@@H]1CC[C@H](NC(=O)C2CCOCC2)[C@H](CO)O1)c1cc(Cl)cc(Cl)c1
  A: -10	B: -2	C: -2	D: 0.1	E: 2	F: -2	G: 8	H: -5

COc1ccc(S(=O)(=O)N2CCCC(C(=O)N3CCOCC3)C2)cc1Cl (centres undefined)
  A: -2	B: -3	C: -2	D: ·	E: 1	F: 3	G: -1	H: -1

CCOc1cccc2cc(C(=O)OCC(=O)Nc3c(C)cccc3CC)c(=O)oc12
  A: -6	B: 2	C: 0	D: 2.5	E: -4	F: 6	G: 50*	H: 2

COc1ccc(NC(=O)N(C)C[C@H]2OCCCC[C@@H](C)Oc3ccc(NC(=O)CCC(F)(F)F)cc3C(=O)N([C@@H](C)CO)C[C@H]2C)cc1
  A: 9	B: 2	C: -5	D: -0.2	E: -1	F: -5	G: -3	H: 6

CC1(C(=O)Nc2ccc3c(c2)OCO3)CCN1C(=O)Cc1cccs1 (centres undefined)
  A: 8	B: -10	C: ·	D: -3.8	E: 3	F: -1	G: 18	H: 0

CCC(=O)Nc1cc2[nH]c(=O)cc(C)c2cc1C
  A: -2	B: ·	C: 2	D: 4.9	E: ·	F: 2	G: ·	H: 1

Cc1[nH]nc(SCC(=O)N2CCCC2)c1[N+](=O)[O-]
  A: 5	B: 0	C: -4	D: 0.3	E: -1	F: 7	G: 14	H: -1

COC(=O)[C@@]12CCCCN1[C@H](c1ccc(-c3ccccc3)cc1)[C@H]1C(=O)N(C)C(=O)[C@H]12
  A: -235	B: 3	C: 6	D: 0.5	E: 0	F: -1	G: -2	H: 1

C[C@H](OC(=O)N1CCN(C(c2ccccc2)c2ccccc2)CC1)[C@@H]1O[C@@]2(C)CCC[C@H]1O2
  A: -5	B: 1	C: ·	D: 0.1	E: 2	F: -2	G: -29	H: 2

CCCc1nc2sc3c(c2c(=O)n1NC(=O)c1ccco1)CC(C)(C)OC3
  A: -17	B: 2	C: -1	D: ·	E: -2	F: -1	G: ·	H: 3

Cc1ccc(C(=O)N2CCN(c3ncc(C(F)(F)F)cc3Cl)CC2)s1
  A: -15	B: -7	C: -1	D: -0.2	E: 5	F: -2	G: 6	H: 16

O=C(C[C@@H]1C[C@@H]2c3cc(NC(=O)C4CCC4)ccc3O[C@@H]2[C@H](CO)O1)NCc1ccc(Cl)cc1
  A: 4	B: 2	C: -5	D: 0.7	E: 3	F: 1	G: 0	H: -2

O=C(COC(=O)c1ccc(Cl)nc1)Nc1ccc(N2CCCCC2)cc1
  A: -12	B: -11	C: 0	D: -0.3	E: 1	F: -1	G: 24	H: -5

COC(=O)c1nn(-c2ccc(-c3ccccc3)cc2)cc1O
  A: ·	B: -2	C: -1	D: ·	E: 2	F: ·	G: -61	H: ·

Cc1cc(C)nc(SCc2nnc(SCC(=O)Nc3ncc(C)s3)n2Cc2ccco2)n1
  A: ·	B: -17	C: 10	D: ·	E: 1	F: ·	G: 6	H: ·

OC[C@@H]1CN(Cc2ccc(-c3ccccc3)cc2)C[C@H](n2cnc3c(N4CCOCC4)ncnc32)O1
  A: -25	B: -4	C: ·	D: ·	E: -7	F: -1	G: 4	H: -9

OC(CN1CCCCCC1)CN(c1ccccc1)c1ccccc1 (centres undefined)
  A: -10	B: 5	C: 16	D: 0.0	E: -3	F: -1	G: 4	H: 1

CC1(C(=O)NS(=O)(=O)c2ccccc2)CCN1C(=O)c1ccccc1 (centres undefined)
  A: -5	B: -4	C: ·	D: ·	E: -1	F: -1	G: 0	H: 6

N#Cc1ccsc1NC(=O)COC(=O)c1ccc(NC(N)=O)cc1
  A: -24	B: 2	C: 0	D: 0.1	E: 4	F: 3	G: 48*	H: 2

CN1CCN(CCC(=O)Nc2ccccc2)CC1
  A: -2	B: -2	C: 0	D: 2.2	E: -7	F: -4	G: -2	H: 3

COCC(=O)N(C[C@H]1N[C@@H](CO)[C@@H]1c1ccc(-c2cccnc2)cc1)C(C)C
  A: -4	B: 0	C: 5	D: -0.1	E: -1	F: -1	G: -6	H: -5

COc1ccc(C(=O)OC(C)CN2CCOCC2)cc1OC (centres undefined)
  A: ·	B: -15	C: -9	D: ·	E: -6	F: ·	G: -6	H: ·

Cc1occc1-c1nnc(SCCCC(=O)c2ccc(F)cc2)n1C
  A: ·	B: -1	C: -6	D: ·	E: -3	F: ·	G: 9	H: ·

CCOc1c(C)cnc2c1c(=O)n(Cc1ccccc1Cl)c(=O)n2C
  A: -3	B: -7	C: -2	D: ·	E: -3	F: 1	G: -3	H: -3

Cc1cccc(C)c1NC(=O)CNCC(=O)Nc1c(C)cccc1C
  A: -2	B: -6	C: 0	D: 0.0	E: -3	F: 2	G: -8	H: 4

CC(=O)c1ccc(Nc2nc(C)cc(C)n2)cc1
  A: -50	B: 14	C: -9	D: -0.2	E: 2	F: 0	G: 50*	H: 2

COc1ccc(CN2CCCC(CO)(Cc3ccc(F)cc3)C2)c(OC)c1OC (centres undefined)
  A: -27	B: -1	C: 0	D: ·	E: 5	F: -1	G: -6	H: 3

COCCN(C(=O)c1c(C)noc1C)c1c(N)n(CC(C)C)c(=O)[nH]c1=O
  A: -15	B: 6	C: 5	D: 5.4	E: 0	F: 16	G: -9	H: ·

# Given with two lines to a compound: part of the list above
# Fields: RAD52 inh, RAD54 inh, ARNT TACC3 PPI, E-selectin induc, PglD DTNB, Casp6 inh, esBAF inh, ERp5 block
COCC(=O)N(C[C@H]1N[C@@H](CO)[C@@H]1c1ccc(-c2cccnc2)cc1)C(C)C
→ -4, 0, 5, -0.1, -1, -1, -6, -5
COC(=O)c1nn(-c2ccc(-c3ccccc3)cc2)cc1O
→ ·, -2, -1, ·, 2, ·, -61, ·
COc1ccc(NC(=O)N(C)C[C@H]2OCCCC[C@@H](C)Oc3ccc(NC(=O)CCC(F)(F)F)cc3C(=O)N([C@@H](C)CO)C[C@H]2C)cc1
→ 9, 2, -5, -0.2, -1, -5, -3, 6
COc1ccc(C(=O)OC(C)CN2CCOCC2)cc1OC (centres undefined)
→ ·, -15, -9, ·, -6, ·, -6, ·
CN1CCN(CCC(=O)Nc2ccccc2)CC1
→ -2, -2, 0, 2.2, -7, -4, -2, 3
Cc1ccc(C(=O)N2CCN(c3ncc(C(F)(F)F)cc3Cl)CC2)s1
→ -15, -7, -1, -0.2, 5, -2, 6, 16

# The listing continues.
# Codes: A = RAD52 inh; B = RAD54 inh; C = ARNT TACC3 PPI; D = E-selectin induc; E = PglD DTNB; F = Casp6 inh; G = esBAF inh; H = ERp5 block
O=[N+]([O-])c1ccc(Cl)c(-c2ccc(/C=N/c3c(-c4ccco4)nc4ccccn34)o2)c1
  A: ·	B: -6	C: 6	D: ·	E: 0	F: ·	G: -4	H: ·

COc1cccc2oc3ccc(C#CC4(N)CCCCC4)cc3c(=O)c12
  A: -2	B: 51*	C: 15	D: -0.2	E: 11	F: 0	G: 1	H: 0

O=C(NCC1CCCO1)c1ccccc1 (centres undefined)
  A: ·	B: -8	C: -7	D: ·	E: 5	F: ·	G: -6	H: ·

CC(Oc1ccc(-c2ccccc2)c(F)c1)c1ccn(S(=O)(=O)c2cccc3ccccc23)n1 (centres undefined)
  A: ·	B: 2	C: -1	D: ·	E: -5	F: ·	G: 0	H: ·

COC(=O)c1c(-c2ccccc2)csc1NC(=O)C1CC=CCC1C(=O)O (centres undefined)
  A: -8	B: ·	C: 0	D: ·	E: ·	F: 26	G: ·	H: -1

O=C1CCCC(c2ccccc2)N1 (centres undefined)
  A: -7	B: ·	C: -8	D: ·	E: ·	F: 0	G: ·	H: -6

Cc1cccc(N(CC(=O)NC2CCCC2)C(=O)CNC(=O)c2ccco2)c1C
  A: -10	B: -14	C: -8	D: ·	E: -2	F: ·	G: 2	H: -4

CC(C)CC#Cc1ccc([C@H]2[C@H]3CN(C(=O)NC4CCCC4)CCCCN3[C@H]2CO)cc1
  A: 8	B: -18	C: 1	D: -0.3	E: 8	F: ·	G: -3	H: 1

CCOC(=O)C1CCCN(CC(=O)Nc2cc(C)cc(C)c2)C1 (centres undefined)
  A: -3	B: ·	C: -2	D: ·	E: ·	F: -2	G: -5	H: 0

CCS(=O)(=O)N1CCC(C(=O)NCCc2ccc(C)cc2)CC1
  A: -19	B: -19	C: 0	D: ·	E: -3	F: -4	G: -2	H: 1

NC(Cc1c[nH]c2ccc(OCc3ccccc3)cc12)C(=O)O (centres undefined)
  A: -8	B: -16	C: 0	D: 0.1	E: 2	F: ·	G: 1	H: -3

Cc1cccc(OCCCC(=O)O)c1
  A: ·	B: -2	C: -5	D: ·	E: -1	F: ·	G: -5	H: ·

CCN(CC)S(=O)(=O)c1cc(NS(=O)(=O)c2ccc(Cl)c(C(=O)O)c2)ccc1C
  A: -12	B: 2	C: -1	D: -0.1	E: 7	F: -3	G: -2	H: 7

CCOC(=O)c1sc2nc(CC(=O)OC)nc(NCc3ccco3)c2c1C
  A: ·	B: -1	C: -3	D: ·	E: -1	F: ·	G: 6	H: ·

COc1cccc(OCc2cc(C(=O)N(C)CCOc3ccc(C)cc3)no2)c1
  A: -17	B: -4	C: -8	D: ·	E: -3	F: ·	G: 67*	H: 6

CCNC(=O)CC1SC(=Nc2ccc(C)cc2)N(CC)C1=O (centres undefined)
  A: ·	B: -15	C: 14	D: ·	E: -3	F: ·	G: -6	H: ·

COc1cccc(N(C(=O)Cn2nnc(-c3ccc(C)o3)n2)C(C(=O)NC2CCCC2)c2ccncc2)c1 (centres undefined)
  A: -10	B: -11	C: 4	D: ·	E: 6	F: -1	G: 0	H: 2

O=C(Nc1cccc(F)c1)N1CC(=O)N2[C@@H](CO)[C@H](c3ccc(C#Cc4cccnc4)cc3)[C@@H]2C1
  A: -37	B: ·	C: ·	D: 0.3	E: ·	F: 1	G: ·	H: 8

CCCn1c(SCC(=O)Nc2ccc(Cl)cc2F)nc(O)cc1=O
  A: -24	B: 3	C: -1	D: 0.5	E: -2	F: 1	G: 3	H: -5

Cc1nnc(SCC(=O)Nc2cc(Cl)ccc2Cl)n1CC1CCCO1 (centres undefined)
  A: -12	B: 1	C: 0	D: ·	E: 3	F: -3	G: -3	H: -1

COC(=O)C1=C(C)N(Cc2ccccc2)C(=NCC(C)C)N[C@H]1c1cccc(C(F)(F)F)c1
  A: ·	B: 13	C: 5	D: ·	E: -2	F: ·	G: 3	H: ·

N#C[C@@H]1[C@@H](c2ccccc2C2=CCCCC2)[C@@H](CO)N1S(=O)(=O)c1cccc(F)c1
  A: 8	B: ·	C: ·	D: -0.1	E: ·	F: 5	G: ·	H: 3

COCCn1c(SCC(=O)Nc2ccccc2OC)nc2ccccc2c1=O
  A: -6	B: 3	C: -17	D: -0.1	E: -5	F: -1	G: -3	H: 8

O=C(c1ccccc1Cl)N1CCC(n2cccc2)CC1
  A: -11	B: ·	C: 0	D: 0.4	E: ·	F: 2	G: ·	H: 5

CCc1c(O)cc2n(c1=O)-c1ccc(Cl)cc1C2(C)C
  A: ·	B: -4	C: 6	D: ·	E: 4	F: ·	G: 3	H: ·

COc1ccccc1NC(=O)N1CC(=O)N2[C@H](C1)[C@H](c1ccc(C#CC(C)C)cc1)[C@@H]2CO
  A: 6	B: ·	C: ·	D: 0.1	E: ·	F: 1	G: ·	H: 7

O=C(NCc1ccncc1)c1cccc(Cn2cc(Br)cn2)c1
  A: ·	B: -14	C: -4	D: ·	E: -1	F: ·	G: 1	H: ·

CCn1cc(S(=O)(=O)CC(=O)Nc2ccc3c(c2)OCO3)c2ccccc21
  A: -7	B: -7	C: -1	D: -0.4	E: 2	F: 4	G: 8	H: -2

CCOc1cc(N2CCOCC2)c(OCC)cc1NC(=O)c1cccc(S(=O)(=O)N2CC(C)OC(C)C2)c1 (centres undefined)
  A: -1	B: 1	C: ·	D: ·	E: 4	F: 5	G: 4	H: 2

# Screening data from PubChem.

# Outcome played no part in choosing rows; 3.2% or so of the library scored in one or more.
